BoNT-A LC inh2 = inhibitors of Botulinum neurotoxin A light chain protease; multiplex microsphere protease substrate cleavage, flow cytometry; inhibition, % at 10 µM; actives 0.17% (n = 360,000); in the data active = inhibition above about 30%; inconclusive = no clear call, values can overlap the other calls; note: plate controls were buffer without enzyme for full effect and enzyme alone for no effect
Mtb BioA inh = inhibitors of Mycobacterium tuberculosis BioA enzyme; actives 0.096% (n = 360,000); inhibition, % at 9.99 µM; purified M. tuberculosis BioA enzyme, plate reader; in the data active = inhibition above about 40%; inconclusive = no clear call, values can overlap the other calls
PrPC TRFRET = cell surface PrPC inhibition, primary TR-FRET screen; P04156; TR-FRET read-out; inhibition, % at 13.8 µM; actives 0.43% (n = 370,000); AID 720596; in the data active = inhibition above about 24%; note: 0% = median of the test wells and 100% = reference compound wells
BoNT-F LC inh = inhibitors of Botulinum neurotoxin F light chain protease. AID 588497. Multiplex microsphere protease cleavage assay, flow cytometry. actives 0.22% (n = 360,000). inhibition, % at 10 µM; in the data active = inhibition above about 35%, passing the limit was not always enough; inconclusive = no clear call, values can overlap the other calls; note: plate controls were buffer without enzyme for full effect and enzyme alone for no effect
CCHFV vOTU inh = blocks the CCHF virus ovarian tumor domain protease; AID 651958; actives 0.55% (n = 370,000); CCHFV vOTU protease, Pep-AMC fluorescence; inhibition, % at 11.5 µM; note: 0% = vehicle wells with enzyme and 100% = no enzyme wells
Mtb UGM inh = Mtb UDP-galactopyranose mutase inhibition; P9WIQ1; purified UGM, fluorescence polarization probe displacement; inhibition, % at 10 µM; actives 0.06% (n = 320,000); AID 504406; in the data active = inhibition above about 10%, passing the limit was not always enough; inconclusive = no clear call, values can overlap the other calls
Target sequence (P9WIQ1 whole entry, looked up): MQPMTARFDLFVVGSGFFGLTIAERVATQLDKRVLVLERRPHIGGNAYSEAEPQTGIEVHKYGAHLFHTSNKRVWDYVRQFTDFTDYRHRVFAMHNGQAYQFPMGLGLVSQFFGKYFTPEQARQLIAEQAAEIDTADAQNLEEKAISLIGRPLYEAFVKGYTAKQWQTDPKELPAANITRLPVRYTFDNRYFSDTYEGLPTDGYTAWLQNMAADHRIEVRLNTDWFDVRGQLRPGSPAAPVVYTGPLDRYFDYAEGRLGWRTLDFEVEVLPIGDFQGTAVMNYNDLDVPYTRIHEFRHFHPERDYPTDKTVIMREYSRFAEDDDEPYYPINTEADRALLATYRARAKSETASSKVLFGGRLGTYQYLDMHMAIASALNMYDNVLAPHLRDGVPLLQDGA
GDH-TPI counter = GDH-TPI coupled enzyme inhibition counter-screen. actives 1.2% (n = 360,000). AID 588335. GDH-TPI coupled enzyme counterscreen, NADH absorbance. inhibition, % at 4.8 µM;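 note: 0% = DMSO wells and 100% = wells lacking the enzyme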
Mtb FBA inh = Mtb fructose-bisphosphate aldolase inhibition. purified M. tuberculosis FBA, fluorescence read-out. inhibition, % at 1 µM. actives 2.3% (n = 360,000); in the data active = inhibition above about 27%;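 note: 0% = vehicle and 100% = reference inhibitor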
FadD28 FP inh = blocks FadD28 binding to the bisubstrate probe; fluorescence polarization; inhibition, % at 12.5 µM; actives 0.22% (n = 360,000); AID 588549; in the data active = inhibition above about 8.5%, passing the limit was not always enough; inconclusive = no clear call, values can overlap the other calls
* hit, by the source's call; ? = inconclusive; . = no result given. Cut-off read from the data, not from the text of the source, unless noted: active = inhibition above about 30%; inactive = the rest.

Start of the data: the first 2 records, to show the layout:
SMILES	BoNT-A LC inh2	Mtb BioA inh	PrPC TRFRET	BoNT-F LC inh	CCHFV vOTU inh	Mtb UGM inh	GDH-TPI counter	Mtb FBA inh	FadD28 FP inh
CCOC(=O)C1CCN(S(=O)(=O)c2ccccc2[N+](=O)[O-])CC1	-4.1	0.2	-5.2	?	-11.2	1.4	13.1	1.6	-1.6
COc1ccc(NC(=O)C2CCC(CNc3c(N4CCCCC4)c(=O)c3=O)CC2)c(OC)c1 (configuration not stated)	-0.1	0.3	0.4	-3.3	-5.8	-0.4	13.8	0.5	-2.9

The list itself, repeating the preview:
SMILES	BoNT-A LC inh2	Mtb BioA inh	PrPC TRFRET	BoNT-F LC inh	CCHFV vOTU inh	Mtb UGM inh	GDH-TPI counter	Mtb FBA inh	FadD28 FP inh
CCOC(=O)C1CCN(S(=O)(=O)c2ccccc2[N+](=O)[O-])CC1	-4.1	0.2	-5.2	?	-11.2	1.4	13.1	1.6	-1.6
COc1ccc(NC(=O)C2CCC(CNc3c(N4CCCCC4)c(=O)c3=O)CC2)c(OC)c1 (configuration not stated)	-0.1	0.3	0.4	-3.3	-5.8	-0.4	13.8	0.5	-2.9
COc1ccccc1N1CCN(CCCC(=O)c2ccc(F)cc2)CC1	-1.5	0.5	-3.6	-4.1	5.3	2.1	-4.3	1.5	-1.3
COc1ccc(C(C#N)N2N=C(C)CC2(C)C)cc1OC (configuration not stated)	1.0	-0.7	7.0	0.0	1.8	-1.4	1.5	-2.1	-2.6
c1ccc(CCc2ccccc2-c2nc(-c3ccccn3)no2)cc1	-0.2	-0.1	1.4	-8.0	0.0	-0.4	7.0	2.0	0.9
CN(C)S(=O)(=O)N1CCN(c2ccc([N+](=O)[O-])cc2)CC1	-0.4	0.5	-21.1	-2.7	2.4	-0.1	7.3	-10.4	-3.5
NC(=O)c1sc2nc(-c3cccnc3)ccc2c1N	0.0	5.0	-20.1	-2.2	6.5	1.8	0.7	2.3	-2.6
CCCNC(=O)c1ccc(OC)cc1OC	0.3	1.5	-0.5	-4.5	12.4	0.3	2.1	-6.7	-2.3
COC(=O)COc1cc(C)cc2oc(=O)c(CC(=O)OC)c(C)c12	0.0	3.1	-0.2	-1.8	-24.5	-1.5	8.8	92.7*	0.5
O=C1OC(c2ccc3c(c2)OCO3)N(C(=O)c2ccc(Cl)c(Cl)c2)c2ccccc21 (configuration not stated)	-0.1	-3.3	-4.1	5.1	6.6	-0.7	2.2	0.0	-1.4
Cc1cc(=O)c(C(=O)Nc2cccc(N3CCCC3=O)c2)nn1-c1ccccc1F	-0.5	3.7	-3.6	0.4	9.7	2.5	1.8	-1.6	-3.1
CC(C)CN1C(=O)C(=O)N(CC(=O)Nc2cccc(Cl)c2Cl)C1=O	.	-1.4	-5.3	.	1.9	1.3	-4.4	-0.9	-3.1
O=c1c(Cl)nc2cc(Cl)ccc2n1CCNc1ncc(C(F)(F)F)cc1Cl	0.5	.	.	14.6	.	-2.4	5.4	-1.0	-1.4
CCC1C(=O)C(CC)C(c2ccccc2)NC1c1ccccc1 (configuration not stated)	-3.4	-1.7	7.2	-52.3	-1.7	3.8	-18.2	3.3	-0.5
CCOC(=O)c1cnc(-c2ccccc2)nc1Oc1ccc(Cl)c(Cl)c1	-0.2	-0.5	-3.7	4.9	-0.8	-0.3	-3.4	1.3	-0.1
O=C(OCCn1cncn1)c1cc2ccccc2oc1=O	0.2	.	0.3	4.3	4.5	-1.4	14.2	14.3	-1.8
CCN(CC)C(=O)c1cnn(-c2ccccc2)c1NC(=O)c1cccs1	0.6	-0.9	3.1	-3.4	-1.6	1.4	-5.0	-0.1	-4.2
COc1cc2ccc(NC(C)=O)cc2cc1OC	0.3	0.5	-4.0	-3.8	-5.5	.	17.7	2.4	-2.2
N#CCCC1(CCC#N)c2ccccc2C(=O)c2ccccc21	0.5	0.5	-4.7	0.0	-8.2	.	.	1.1	-1.6
O=C(Cn1ncc2c([nH]c3ccccc32)c1=O)N1CCOCC1	0.2	-0.1	9.0	-1.5	-3.9	-4.3	3.5	7.9	-3.7
CC(=O)Nc1cc(-c2cccc(F)c2)cn2c(-c3ccccc3)cnc12	0.2	-0.4	-0.1	-0.2	-7.6	.	7.1	3.4	-1.8
O=C(Nc1c2c(nn1-c1ccc(F)cc1)CS(=O)(=O)C2)C12CC3CC(CC(C3)C1)C2	?	0.1	-4.8	-3.4	-5.3	6.5	-4.6	-0.7	-1.1
Cc1ccc(S(=O)(=O)/N=C(/NC(=S)Nc2ccccc2)c2ccccc2)cc1	-0.5	-0.4	3.0	-8.7	13.2	-1.4	-3.8	-4.0	-3.1
COc1ccc(-c2ccc(OC(=O)NC3CCS(=O)(=O)C3)cc2)cc1 (configuration not stated)	-0.3	.	4.2	-0.8	10.6	1.8	-7.2	3.1	-3.4
Cc1cc(=O)[nH]c(Cc2ccc(OC(C)C)cc2)n1	-0.6	-0.5	7.6	-7.5	-6.3	-1.6	-5.7	-3.3	-3.2
CCn1c2ccc(/C(C)=N\O)cc2c2cc(/C(C)=N\O)ccc21	3.0	-1.1	-3.8	-1.0	-0.7	-6.0	2.2	3.9	-3.4
O=c1ccnc(S/C=C/c2ccccc2)[nH]1	0.0	-1.1	-2.9	-8.3	-11.7	-1.4	3.3	0.8	0.0
CC(C)NC(=O)c1cc(C2CCCCN2C(=O)c2cc(C(C)(C)C)nn2C)on1 (configuration not stated)	-0.1	0.5	9.1	-3.6	1.2	.	8.8	4.4	-2.5

Profiles from above. Screens in order: BoNT-A LC inh2 | Mtb BioA inh | PrPC TRFRET | BoNT-F LC inh | CCHFV vOTU inh | Mtb UGM inh | GDH-TPI counter | Mtb FBA inh | FadD28 FP inh
Record of `CCCNC(=O)c1ccc(OC)cc1OC` = 0.3 | 1.5 | -0.5 | -4.5 | 12.4 | 0.3 | 2.1 | -6.7 | -2.3
Record of `N#CCCC1(CCC#N)c2ccccc2C(=O)c2ccccc21` = 0.5 | 0.5 | -4.7 | 0.0 | -8.2 | . | . | 1.1 | -1.6

Among those listed so far, two contain a thiophene ring, fused or not:
SMILES	BoNT-A LC inh2	Mtb BioA inh	PrPC TRFRET	BoNT-F LC inh	CCHFV vOTU inh	Mtb UGM inh	GDH-TPI counter	Mtb FBA inh	FadD28 FP inh
NC(=O)c1sc2nc(-c3cccnc3)ccc2c1N	0.0	5.0	-20.1	-2.2	6.5	1.8	0.7	2.3	-2.6
CCN(CC)C(=O)c1cnn(-c2ccccc2)c1NC(=O)c1cccs1	0.6	-0.9	3.1	-3.4	-1.6	1.4	-5.0	-0.1	-4.2

Source: PubChem
